High-throughput results (PubChem)
ABHD5-PLIN5 inh: inhibitors of human ABHD5-perilipin-5 interaction; Q00G26+Q8WTS1; Split G. princeps luciferase complementation, luminescence, 4 h; inhibition, % at 4 µM; hit rate 0.78% among 360,000; AID 602281;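 active means inhibition above the mean inhibition across every tested compound plus 3 SD, cut at about 22% in these data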;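 further: 0% = DMSO only wells and the 100% control is not disclosed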
NR5A2 inv ag: suppresses constitutive activity of human LRH-1 | HEK293T StAR-luciferase reporter, LRH-1 transfected, 24 h | AID 602396 | inhibition, % at 3.6 µM | hit rate 0.13% among 360,000;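 active means inhibition above the mean inhibition of all tested compounds plus 3 SD, cut at about 73% in these data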;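 further: 0% = DMSO wells and 100% = reporter-only cells lacking LRH-1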
NCOA2 inhibitor: inhibits human steroid receptor coactivator 2 | hit rate 0.17% among 370,000 | Q15596 | inhibition, % at 9 µM | HEK293 GAL4-SRC2 luciferase reporter, luminescence | AID 651957;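 active means inhibition above the mean inhibition of all tested compounds plus 3 SD, set per campaign, cut at about 52% in these data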;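 further: 0% = DMSO treated cells and 100% = cells given Gossypol at 36 µM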
Target sequence (Q15596 whole entry, looked up, the tested form may be a part): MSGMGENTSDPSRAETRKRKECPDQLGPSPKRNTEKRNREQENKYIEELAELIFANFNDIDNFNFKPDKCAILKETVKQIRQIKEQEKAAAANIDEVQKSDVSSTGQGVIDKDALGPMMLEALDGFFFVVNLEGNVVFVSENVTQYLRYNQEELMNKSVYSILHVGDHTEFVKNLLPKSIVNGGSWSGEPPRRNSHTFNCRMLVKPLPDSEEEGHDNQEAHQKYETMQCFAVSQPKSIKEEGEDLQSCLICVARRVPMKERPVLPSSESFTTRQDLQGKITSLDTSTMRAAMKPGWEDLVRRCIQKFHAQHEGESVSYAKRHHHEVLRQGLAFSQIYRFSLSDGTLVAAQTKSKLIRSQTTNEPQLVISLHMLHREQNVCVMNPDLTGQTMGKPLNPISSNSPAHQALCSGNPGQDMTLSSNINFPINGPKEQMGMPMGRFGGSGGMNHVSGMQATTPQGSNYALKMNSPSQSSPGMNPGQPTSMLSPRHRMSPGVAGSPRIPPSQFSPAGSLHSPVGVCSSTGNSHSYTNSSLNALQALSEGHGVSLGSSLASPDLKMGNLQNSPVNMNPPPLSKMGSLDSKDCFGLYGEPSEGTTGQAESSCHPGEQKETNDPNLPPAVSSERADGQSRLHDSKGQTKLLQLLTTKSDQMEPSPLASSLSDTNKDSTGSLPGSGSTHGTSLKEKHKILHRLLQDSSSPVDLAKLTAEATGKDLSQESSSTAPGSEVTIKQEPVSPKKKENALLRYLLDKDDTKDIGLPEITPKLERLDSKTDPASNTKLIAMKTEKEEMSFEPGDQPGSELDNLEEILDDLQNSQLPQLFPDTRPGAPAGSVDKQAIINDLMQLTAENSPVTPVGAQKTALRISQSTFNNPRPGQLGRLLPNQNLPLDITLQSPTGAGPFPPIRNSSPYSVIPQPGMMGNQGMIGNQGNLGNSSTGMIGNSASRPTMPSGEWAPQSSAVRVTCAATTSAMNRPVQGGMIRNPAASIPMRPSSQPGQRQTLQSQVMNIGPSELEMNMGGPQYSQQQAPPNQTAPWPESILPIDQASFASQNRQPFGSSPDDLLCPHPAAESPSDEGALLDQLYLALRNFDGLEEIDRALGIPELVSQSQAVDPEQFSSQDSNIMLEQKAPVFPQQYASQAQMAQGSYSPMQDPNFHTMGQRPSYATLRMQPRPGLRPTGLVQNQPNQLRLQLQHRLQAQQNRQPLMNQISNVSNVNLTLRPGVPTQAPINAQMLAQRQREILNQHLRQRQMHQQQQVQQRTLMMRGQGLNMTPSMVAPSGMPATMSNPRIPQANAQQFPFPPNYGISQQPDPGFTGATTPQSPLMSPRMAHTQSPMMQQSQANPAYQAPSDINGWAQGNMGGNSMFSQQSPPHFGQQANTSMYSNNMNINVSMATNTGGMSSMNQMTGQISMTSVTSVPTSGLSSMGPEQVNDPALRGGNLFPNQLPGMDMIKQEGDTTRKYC
EBV LMP1 NFkB: reduces LMP1-driven NF-kappaB luciferase signal | LMP1-induced NF-kappaB luciferase reporter cells, luminescence | inhibition, % at 12.5 µM | hit rate 0.69% among 350,000; in the data active means inhibition above about 41%;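 further: 0% = neutral control wells and 100% = reference inhibitor control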
COUP-TFII inh: NR2F2 (human) inhibition, primary screen. P24468. HEK293T NGFI-A luciferase reporter, luminescence. inhibition, % at 8.6 µM. hit rate 0.7% among 370,000. AID 686940;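 active means inhibition above a per-plate cutoff, mean inhibition of test wells between control levels plus 3 SD, cut at about 38% in these data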;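 further: cells cotransfected with COUP-TFII expression vector driving the NGFI-A reporter; 0% = median of COUP-TF2 test wells and 100% = reporter-only cells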
MC4R antag cAMP: human MC4R antagonism in cAMP assay | P32245 | MC4R-expressing cells, MTII-stimulated cAMP, LANCE TR-FRET | inhibition, % at 6.5 µM | hit rate 0.48% among 360,000 | AID 540295;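 active means inhibition above its plate's cutoff, the mean of tested wells on that plate plus 3 SD, cut at about 29% in these data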;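 further: 0% = Melanotan II alone and 100% = Melanotan II plus saturating MCL0020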
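Assay system: human MC4R-expressing U2OS cells; reagent: Melanotan II stimulation of cells; dosing: 6.5 µM single dose; timing: compound 30 min, challenge 1 h, detection 1 h; signal: TR-FRET cAMP assay; replicates: one well per compound, no replicates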
NCOA1 inh: human NCOA1 inhibition; inhibition, % at 3.6 µM; AID 588354; hit rate 0.12% among 360,000; HEK293 GAL4-SRC1 luciferase reporter, luminescence;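 active means inhibition above the campaign mean plus 3 SD, with each screening campaign given its own cutoff, cut at about 60% in these data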;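 further: 0% = DMSO treated cells and 100% = gossypol at 36 µM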
TLR9-MyD88 inh: inhibitors of human TLR9-MyD88 binding; Q9NR96+Q99836; inhibition, % at 4.98 µM; hit rate 0.21% among 340,000; AID 504734; CHO BLA complementation TLR9-MyD88, CCF4 FRET ratio;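 active means inhibition above the mean over all tested compounds plus 3 SD, cut at about 21% in these data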;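 further: 0% = DMSO only wells and 100% = clavulanate BLA inhibitor control wells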
MC4R ag barr: human MC4R agonism via beta-arrestin. P32245. U2OS MC4R beta-arrestin complementation, luminescence; percent of melanotan II response, DMSO zero. activation, % at 8.9 µM. hit rate 0.98% among 360,000. AID 540308;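 active means activation above a per-plate cutoff, the mean activation of sample wells on that plate plus 3 SD, cut at about 8% in these data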
NCOA3 inh: inhibits human SRC3 coactivator; HEK293 GAL4-SRC3 luciferase reporter, luminescence; inhibition, % at 3.6 µM; hit rate 0.17% among 360,000; AID 588352;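 active means inhibition above a per-campaign cutoff, the mean of all compounds plus 3 SD, cut at about 60% in these data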;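 further: 0% = DMSO-treated cells and 100% = gossypol-treated cells at 36 µM; higher means less SRC3-driven luciferase light from the GAL4 reporter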
NOD2 RIPK2 PPI: inhibitors of human NOD2-RIPK2 interaction; CHO BLA complementation NOD2-RIPK2, CCF4 ratio; inhibition, % at 4.98 µM; hit rate 0.38% among 360,000; AID 624267; in the data active means inhibition above about 21%;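 further: 0% = vehicle only and 100% = reference blocker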
* = called active by the depositor. Some of the compounds tested; the hit share may differ from the screen's.

Screening CC(=O)NC(=S)NNC(=O)C(c1ccccc1)c1ccccc1 returned ABHD5-PLIN5 inh 0, NR5A2 inv ag -11, NCOA2 inhibitor -7, EBV LMP1 NFkB 9, COUP-TFII inh -1, MC4R antag cAMP 5, NCOA1 inh 0, TLR9-MyD88 inh 3, MC4R ag barr -2.9, NCOA3 inh -6 and NOD2 RIPK2 PPI 4.
`CCOC(=O)[C@@H]1[C@H]2COc3ccccc3[C@H]2N2C(=O)N(c3ccc(Cl)cc3)C(=O)[C@@]12C` gave ABHD5-PLIN5 inh -7, NR5A2 inv ag 9, EBV LMP1 NFkB 5, MC4R antag cAMP 2, NCOA1 inh -11, TLR9-MyD88 inh 1, MC4R ag barr 0.8, NCOA3 inh -18 and NOD2 RIPK2 PPI 2.
Screening CNC(=O)/C(C#N)=C/c1c(N2CCN(C)CC2)nc2c(C)cccn2c1=O returned ABHD5-PLIN5 inh -5, NR5A2 inv ag 8, NCOA2 inhibitor -35, EBV LMP1 NFkB -2, COUP-TFII inh 9, MC4R antag cAMP 1, NCOA1 inh 13, TLR9-MyD88 inh 3, MC4R ag barr -1.3, NCOA3 inh -5 and NOD2 RIPK2 PPI -3.
COc1ccc(OC)c(Nc2ncnc3sc(-c4ccccc4)cc23)c1 was read as ABHD5-PLIN5 inh 1, NR5A2 inv ag -10, NCOA2 inhibitor -8, EBV LMP1 NFkB -5, COUP-TFII inh 2, MC4R antag cAMP 3, NCOA1 inh 10, TLR9-MyD88 inh -4, MC4R ag barr 7.7, NCOA3 inh 8 and NOD2 RIPK2 PPI 2.
`Cc1[nH]c2ccccc2c(=O)c1CN1CCCCCC1` gave ABHD5-PLIN5 inh 13, NR5A2 inv ag 15, NCOA2 inhibitor 11, EBV LMP1 NFkB -10, COUP-TFII inh 12, MC4R antag cAMP -4, NCOA1 inh 6, TLR9-MyD88 inh -2, MC4R ag barr -0.8, NCOA3 inh -16 and NOD2 RIPK2 PPI -6.
Cn1c2c(c(=O)n(C)c1=O)C(NC(=O)c1cccs1)(C(F)(F)F)C(=O)N2 (configuration not stated) was read as ABHD5-PLIN5 inh 7, NR5A2 inv ag 8, NCOA2 inhibitor -35, EBV LMP1 NFkB -1, COUP-TFII inh 8, MC4R antag cAMP 9, NCOA1 inh -9, TLR9-MyD88 inh -5, MC4R ag barr -0.9, NCOA3 inh 15 and NOD2 RIPK2 PPI -4.
Screening CCc1nnc(NC(=O)CN2CCN(c3cccc(OC)c3)CC2)s1 returned ABHD5-PLIN5 inh -7, NR5A2 inv ag 7, NCOA2 inhibitor -11, EBV LMP1 NFkB -4, COUP-TFII inh -5, MC4R antag cAMP 4, NCOA1 inh -11, TLR9-MyD88 inh 6, MC4R ag barr -2.1, NCOA3 inh 12 and NOD2 RIPK2 PPI -18.
For O=C(CN1C(=O)CSC1=O)c1ccccc1 the results were ABHD5-PLIN5 inh 5, NR5A2 inv ag 22, NCOA2 inhibitor -16, EBV LMP1 NFkB 9, COUP-TFII inh 1, MC4R antag cAMP 12, NCOA1 inh -7, TLR9-MyD88 inh -3, MC4R ag barr 1.4, NCOA3 inh -3 and NOD2 RIPK2 PPI -1.
C/C(=N/N1CCN(c2ccccc2)CC1)c1cccc([N+](=O)[O-])c1 was read as ABHD5-PLIN5 inh -18, NR5A2 inv ag -18, NCOA2 inhibitor -34, EBV LMP1 NFkB -7, COUP-TFII inh -21, MC4R antag cAMP 7, NCOA1 inh -22, TLR9-MyD88 inh 4, MC4R ag barr -1.2, NCOA3 inh -33 and NOD2 RIPK2 PPI -2.
CC(NC(=O)C[n+]1cccc(Br)c1)c1ccccc1 (configuration not stated) was read as ABHD5-PLIN5 inh 0, NR5A2 inv ag 4, NCOA2 inhibitor 33, EBV LMP1 NFkB -3, COUP-TFII inh 13, MC4R antag cAMP 0, NCOA1 inh 0, TLR9-MyD88 inh -4, MC4R ag barr -2.3, NCOA3 inh 6 and NOD2 RIPK2 PPI -1.
CC(C(=O)Nc1ccc(S(=O)(=O)N2CCCC2)cc1)N1CCCC(C(N)=O)C1 (configuration not stated) was read as ABHD5-PLIN5 inh -10, NR5A2 inv ag -20, NCOA2 inhibitor 16, EBV LMP1 NFkB 0, COUP-TFII inh 9, MC4R antag cAMP 2, NCOA1 inh -17, TLR9-MyD88 inh 1, MC4R ag barr 0.5, NCOA3 inh 11 and NOD2 RIPK2 PPI -1.
`CCCCC[C@@H]1CCCCC[C@H](O)C[C@H](O)[C@@H](O)/C=C/C(=O)O1` gave ABHD5-PLIN5 inh -3, NR5A2 inv ag 2, NCOA2 inhibitor 14, COUP-TFII inh 13 and NOD2 RIPK2 PPI -7.
For O=[N+]([O-])c1ccccc1S(=O)(=O)NCc1ccco1 the results were ABHD5-PLIN5 inh 2, NR5A2 inv ag 1, NCOA2 inhibitor 26, EBV LMP1 NFkB -6, COUP-TFII inh 12, MC4R antag cAMP 8, NCOA1 inh 0, MC4R ag barr -0.2, NCOA3 inh 16 and NOD2 RIPK2 PPI -10.
`COC(=O)C1CSC2c3ccccc3C(=O)N12` (configuration not stated) gave ABHD5-PLIN5 inh -10, NR5A2 inv ag 9, NCOA2 inhibitor -21, EBV LMP1 NFkB 1, COUP-TFII inh 0, MC4R antag cAMP 4, NCOA1 inh 8, TLR9-MyD88 inh 2, MC4R ag barr 1.9, NCOA3 inh 24 and NOD2 RIPK2 PPI 12.
Screening O=C(O)CSCC(=O)Nc1ccc(Br)c(C(F)(F)F)c1 returned ABHD5-PLIN5 inh 6, NR5A2 inv ag 5, NCOA2 inhibitor -7, EBV LMP1 NFkB 1, COUP-TFII inh 10, MC4R antag cAMP 1, NCOA1 inh 15, MC4R ag barr 1.4, NCOA3 inh 7 and NOD2 RIPK2 PPI -12.
For CCCc1cc(=O)oc2cc(OCC(=O)NCCCn3ccnc3)ccc12 the results were ABHD5-PLIN5 inh -12, NR5A2 inv ag 36, NCOA2 inhibitor 14, EBV LMP1 NFkB -2, COUP-TFII inh 6, MC4R antag cAMP 6, NCOA1 inh 13, TLR9-MyD88 inh -6, MC4R ag barr 0.7, NCOA3 inh 14 and NOD2 RIPK2 PPI 18.
Cc1c(O)nc2ccccn2c1=O was read as ABHD5-PLIN5 inh 0, NR5A2 inv ag 6, NCOA2 inhibitor -9, EBV LMP1 NFkB 1, COUP-TFII inh -11, MC4R antag cAMP 9, NCOA1 inh -19, MC4R ag barr -0.8, NCOA3 inh -7 and NOD2 RIPK2 PPI 0.
Screening CC1CCN(C(=O)C2CCC(CNS(=O)(=O)c3ccc4c(c3)C(C)(C)C(=O)N4C)CC2)CC1 (configuration not stated) returned ABHD5-PLIN5 inh 7, NR5A2 inv ag 4, NCOA2 inhibitor 0, COUP-TFII inh 7, MC4R antag cAMP 11, NCOA1 inh 20, MC4R ag barr 0.7, NCOA3 inh 0 and NOD2 RIPK2 PPI -7.
CC1CCN(C(=O)c2ccc(NS(=O)(=O)c3cccc4cccnc34)cc2)CC1 was read as ABHD5-PLIN5 inh 8, NR5A2 inv ag 12, NCOA2 inhibitor 8, EBV LMP1 NFkB 10, COUP-TFII inh 24, MC4R antag cAMP 3, NCOA1 inh -9, TLR9-MyD88 inh 2, MC4R ag barr 1.4, NCOA3 inh 11 and NOD2 RIPK2 PPI 7.
COc1cccc(C(=O)NCCSCc2c(F)cccc2Cl)c1 was read as ABHD5-PLIN5 inh -1, NR5A2 inv ag -32, NCOA2 inhibitor -12, EBV LMP1 NFkB -12, COUP-TFII inh 12, MC4R antag cAMP 4, NCOA1 inh -24, TLR9-MyD88 inh -3, MC4R ag barr -1.0, NCOA3 inh -38 and NOD2 RIPK2 PPI -2.
O=C(O)C(Cc1c[nH]c2ccccc12)N1Cc2ccccc2C1=O (configuration not stated) was read as ABHD5-PLIN5 inh 7, NR5A2 inv ag -25, NCOA2 inhibitor -39, EBV LMP1 NFkB -30, COUP-TFII inh -48, MC4R antag cAMP 3, NCOA1 inh -46, TLR9-MyD88 inh 13, MC4R ag barr 1.0, NCOA3 inh -11 and NOD2 RIPK2 PPI -3.
N#CC1=C(N)Oc2c(oc(CO)cc2=O)C1c1ccccc1[N+](=O)[O-] (configuration not stated) was read as ABHD5-PLIN5 inh -9, NR5A2 inv ag -2, NCOA2 inhibitor 10, COUP-TFII inh 14, MC4R antag cAMP 4, NCOA1 inh 3, MC4R ag barr -0.5, NCOA3 inh 18 and NOD2 RIPK2 PPI -2.
Screening O=C(Nc1ccccc1N1CCN(C(=O)c2ccccc2)CC1)c1cc(Br)ccc1Cl returned ABHD5-PLIN5 inh 13, NR5A2 inv ag 16, NCOA2 inhibitor 8, EBV LMP1 NFkB 1, COUP-TFII inh 11, MC4R antag cAMP 3, NCOA1 inh -11, TLR9-MyD88 inh -3, MC4R ag barr 0.1, NCOA3 inh 10 and NOD2 RIPK2 PPI -12.
COc1ccc(S(=O)(=O)NC(C)C(=O)Nc2ccc3c(c2)OCCO3)cc1OC (configuration not stated) was read as ABHD5-PLIN5 inh -14, NR5A2 inv ag 6, NCOA2 inhibitor -5, EBV LMP1 NFkB -8, COUP-TFII inh 15, MC4R antag cAMP 20, NCOA1 inh 2, TLR9-MyD88 inh 1, MC4R ag barr 2.1, NCOA3 inh -11 and NOD2 RIPK2 PPI 5.
`O=c1[nH]c(=O)n(CCO)c2nnn(Cc3ccccc3)c12` gave ABHD5-PLIN5 inh 3, NR5A2 inv ag -2, NCOA2 inhibitor -25, EBV LMP1 NFkB -9, COUP-TFII inh -4, MC4R antag cAMP 10, NCOA1 inh 24, TLR9-MyD88 inh 0, MC4R ag barr -0.3, NCOA3 inh 23 and NOD2 RIPK2 PPI 1.
Cc1[nH]c2ccc(Br)cc2c(=O)c1CN1CCOCC1 was read as ABHD5-PLIN5 inh 7, NR5A2 inv ag 12, NCOA2 inhibitor 4, EBV LMP1 NFkB -9, COUP-TFII inh 13, MC4R antag cAMP -4, NCOA1 inh -33, TLR9-MyD88 inh -1, MC4R ag barr -0.8, NCOA3 inh 18 and NOD2 RIPK2 PPI 8.
`COc1ccc2occ(C(=O)c3ccccc3)c2c1` gave ABHD5-PLIN5 inh -12, NR5A2 inv ag -77, NCOA2 inhibitor -14, EBV LMP1 NFkB 0, COUP-TFII inh -13, MC4R antag cAMP 1, NCOA1 inh -52, TLR9-MyD88 inh 0, MC4R ag barr -1.8, NCOA3 inh -25 and NOD2 RIPK2 PPI -7.
Screening CC(C)(C)c1ccc(S(=O)(=O)O/N=C2/CCCCC2c2ccc([N+](=O)[O-])cc2[N+](=O)[O-])cc1 (configuration not stated) returned ABHD5-PLIN5 inh 0, NR5A2 inv ag -5, NCOA2 inhibitor -1, EBV LMP1 NFkB 1, COUP-TFII inh 15, MC4R antag cAMP 0, NCOA1 inh -9, TLR9-MyD88 inh -5, MC4R ag barr 0.8, NCOA3 inh -9 and NOD2 RIPK2 PPI -1.
For CCOC(=O)c1sc2nc(N3CCCC3)c3c(c2c1N)CC(C)(C)OC3 the results were ABHD5-PLIN5 inh -6, NR5A2 inv ag -12, NCOA2 inhibitor -25, EBV LMP1 NFkB 6, COUP-TFII inh -11, MC4R antag cAMP 0, NCOA1 inh -15, TLR9-MyD88 inh -3, MC4R ag barr 1.3, NCOA3 inh 8 and NOD2 RIPK2 PPI 4.
